Source: PubChem BioAssay
HIV peptide binding = cell-free HIV fusion peptide-binding blockers – biochemical, uHTS, fluorescence dequenching, primary screen (AID 1986); inhibition, % at 20 µM; hits with a dose series show IC50 in µM; 290,000 tested, 0.3% active; cell-free peptide binding, fluorescence dequenching, 30 min; higher % means a stronger effect; in the data active = inhibition mostly above about 52%, no sharp cut-off; inactive = mostly below about 76%; note: some results filed as inactive read as strong as hits
GPR35 arrestin U2OS = GPR35 antagonists blocking zaprinast-driven arrestin recruitment, primary screen, imaging, U2OS, beta-arrestin-GFP, zaprinast agonist (AID 2058); 290,000 tested, 0.052% active; U2OS GPR35 beta-arrestin-GFP translocation imaging, zaprinast antagonism; higher % means a stronger effect; one-dose inhibition, % at 10 µM; IC50 in µM for titrated hits;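 active = inhibition of at least 50% with at least 30 cells and total cytoplasm GFP at most 10,000,000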
NOD1 inhibition = NOD1 signaling inhibitors, primary screen, cell-based, luminescence, uHTS (AID 1578); NOD1-driven NF-kB luciferase reporter cells, luminescence; higher % means a stronger effect; one-dose inhibition, % at 4 µM; EC50 in µM for titrated hits; 290,000 tested, 1% active; in the data active = inhibition mostly above about 36%, no sharp cut-off; inactive = mostly below about 34%;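 note: HEK-293T reporter cells stimulated with the NOD1 agonist gamma-tri-DAP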
KOR beta-arrestin-1 = KOR antagonists, beta-arrestin recruitment, cell-based, luminescence, uHTS (AID 1778). KOR beta-arrestin recruitment, luminescence, antagonist mode; higher % means a stronger effect. inhibition, % at 10 µM; hits with a dose series show IC50 in µM. 290,000 tested, 0.091% active; note: strong numbers were not always called active
GPR55 beta-arrestin = selective activators of receptor GPR55 – imaging, U2OS cells, beta-arrestin-GFP redistribution, primary screen (AID 1961) | activation, % at 10 µM; hits with a dose series show EC50 in µM | 290,000 tested, 0.048% active | U2OS GPR55 beta-arrestin-GFP redistribution imaging; higher % means a stronger effect;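 active = activation above 40% with more than 50 cells counted in the well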;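 note: U2OS osteosarcoma cells stably expressing GPR55 and beta-arrestin-GFP; plate controls were DMSO negative control for no effect and LPI positive control for full effect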
KOR beta-arrestin-2 = KOR agonists, beta-arrestin recruitment, primary screen, cell-based, luminescence, uHTS (AID 1777); KOR beta-arrestin recruitment, luminescence; higher % means a stronger effect; 280,000 tested, 0.02% active; activation, % at 10 µM, or EC50 in µM where a hit was titrated; in the data active = activation above about 50%, passing the limit was not always enough; note: a part of the inactive calls stands beside numbers as strong as those of hits
Myeloid diff 2 = promotes myeloid progenitor differentiation; calls only at 10 µM; ER-HoxA9 myeloid progenitors, lysozyme-GFP differentiation, flow cytometry; 360,000 tested, 1% active; AID 624256;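 active = normalized GFP-positive differentiation at or above the plate's own cutoff, the solvent-only control mean plus 3 SD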;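 note: cells exposed to compound for four days before flow analysis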
GPR55 LPI antagonism = inhibition of LPI-stimulated GPR55 beta-arrestin translocation – imaging, U2OS, beta-arrestin-GFP, LPI agonist, primary screen (AID 2013). U2OS GPR55 beta-arrestin-GFP translocation imaging, LPI antagonism; higher % means a stronger effect. 290,000 tested, 0.13% active. one-dose inhibition, % at 10 µM; IC50 in µM for titrated hits;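 active = spots per cell inhibited over 60%, with over 100 cells counted and total cytoplasm intensity under 500,000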;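 note: U2OS cells stably carrying GPR55 and arrestin-GFP stimulated by 5 µM LPI near EC80; imaged beta-arrestin-GFP aggregate spots per cell after agonist stimulation; plate controls were LPI-stimulated DMSO wells for no effect and DMSO wells without LPI for full effect; some results filed as inactive read as strong as hits; confirmed hits need IC50 under 10 µM and bright autofluorescent wells are also inconclusive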
HEK293 NOD2/NF-kB = inhibition of NOD2-driven NF-kB reporter – cell-based, luminescence, uHTS, HEK293 (AID 1566); HEK293 NOD2/NF-kB luciferase reporter, luminescence; higher % means a stronger effect; inhibition, % at 4 µM; hits with a dose series show EC50 in µM; 290,000 tested, 0.63% active; note: many of its hits are not listed in these tables
Myeloid diff 2 GFP+ MAC1+ % = also measured in Myeloid diff 2; calls as there; GFP+ MAC1+ double positive, %; measured here: differentiation confirmed by MAC1 staining
* marks the source's active call; other numbers are inactive results; i = inactive; . = not tested or not shown; + = active, no number; [ ] = remark or other dose. Cut-off read from the data, not from the text of the source, unless noted: active = inhibition above about 50%; inactive = the rest. The list is partial; rates above refer to the full screens.

Molecule	NOD1 inhibition	Myeloid diff 2	KOR beta-arrestin-2	GPR35 arrestin U2OS	Myeloid diff 2 GFP+ MAC1+ %	KOR beta-arrestin-1	HEK293 NOD2/NF-kB	GPR55 LPI antagonism	GPR55 beta-arrestin	HIV peptide binding
OCC1(CCOc2ccccc2)CCN(Cc2cn[nH]c2-c2ccc(F)cc2)CC1	-40%	i	2.1%	0%	0.3	-43%	15%	-1%	0.0%	0.9%
O=C(c1cc2ccccn2n1)N1CCN(c2ccccn2)CC1	-31%	i	5.3%	-11%	3.2	-16%	1%	1%	-0.2%	-0.1%
CC(C)N(C(=S)NCc1ccccc1)C(C)C	28%	i	-1.2%	4%	0.3	-21%[20 µM]	8%	9%	0.5%	-2.4%
CC(C)(CO)NC(=O)c1ccc2c(c1)C(=O)c1ccccc1-2	0%	i	21%	1%	0.4	32%	-3%	-6%	0.0%	-0.9%
CC(=O)c1ccc(NC(=O)c2ccn(C(=O)OCC(C)C)n2)cc1	-11%	i	3.1%	-6%	0.5	-48%	0%	6%	-0.3%	-1.6%
CCc1cc(C(=O)Nc2ccc(C)cc2Br)cs1	0%	i	-8.4%	53%	1.7	16%	25%	-6%	-0.2%	1.7%
CCN(CC)CCN1C(=O)C(=O)/C(=C(/O)c2c(C)[nH]c(C(=O)OC)c2C)C1c1ccc(C)o1 (centres undefined)	-5%	i	-0.4%	7%	1.3	11%	-3%	-1%	0.3%	0.1%
COc1ccc(-n2nc(C(=O)NCC(=O)NC(C)C)c3ccccc3c2=O)cc1	-6%	+	-14%	-8%	5.0*	41%	-5%	-2%	-0.2%	-0.7%
Cc1ccc(S(=O)(=O)N(CC(=O)NCCSc2ccccn2)c2ccccc2F)cc1	-15%	i	-2.5%	-12%	5.3	-29%	17%	14%	-0.2%	1.7%
O=C(NCc1cc(C(F)(F)F)ccc1F)C1CCC(=O)N(C2CCCCCC2)C1 (centres undefined)	-17%	i	5.1%	3%	0.4	-56%	-15%	10%	-0.2%	0.2%
COc1ccc(CC(=O)N(Cc2ccccc2)c2ccccc2)cc1S(=O)(=O)N1CCOCC1	.	i	19%	-16%	0.7	-52%	.	1%	0.3%	-1.1%
CCCCN(C)S(=O)(=O)c1ccc(C(=O)Nc2nnc(C3=COCCO3)o2)cc1	-17%	i	-6.5%	-16%	0.7	-12%	5%	15%	0.2%	8.7%
CCc1nnc(NC(=O)CSc2nnc(COc3cccc(C)c3)o2)s1	-18%	i	1.1%	19%	1.5	-27%	1%	8%	-1.0%	1.0%
N/C(=N\OC(=O)CCCOc1ccc(Cl)cc1Cl)c1ccncc1	-10%	i	-5.3%	-3%	0.3	-8%[20 µM]	13%	11%	-0.1%	-1.9%
Cc1ccc(-n2c(C)nn(CCOc3ccccc3)c2=O)cc1	-47%	i	-2.5%	-15%	0.5	-15%	-42%	-10%	0.0%	1.2%
COCCCNC(=O)CNC(=S)N(Cc1ccccc1F)C1CCCCC1	-13%	i	-1.1%	8%	3.6	9%	-8%	-1%	-0.1%	3.1%
CN(Cc1ccccc1)S(=O)(=O)c1nnc(NC(=O)c2ccccc2)s1	1%	i	0.1%	-3%	0.0	-21%	23%	-1%	0.2%	1.5%
CNC(=S)N1N=C(c2ccc(OC)cc2)CC1c1ccccc1Cl (centres undefined)	4%	i	4.9%	-10%	0.4	-2%	-4%	-7%	0.5%	0.5%
Cc1ccc(/C=N/NC(=S)N2CCOCC2)cc1	40%	i	0.7%	-18%	0.2	3%	-160%	19%	0.3%	-1.1%
O=c1cc(-c2ccc(O)cc2)oc2c(O)c(O)c(O)c(O)c12	-6%	i	2.4%	9%	4.7	16%	-3%	8%	0.2%	25%
O=C(O)c1cccc(S(=O)(=O)Nc2cccc3ccccc23)c1	-49%	i	1.7%	-7%	1.3	-22%	-18%	-3%	-0.2%	2.0%
CSc1nnc(-c2cc(C)on2)n1-c1ccccc1	-25%	i	-2.3%	3%	0.5	16%	2%	15%	0.3%	-1.6%
Cc1cc(C)cc(OCC(=O)Nc2cc(NC(=O)COc3cc(C)cc(C)c3)cc(C(=O)O)c2)c1	-3%	i	-2.6%	-1%	0.5	-39%[20 µM]	14%	-3%	-0.2%	51%
CCN(CC)C(=O)CCCc1c[nH]c2ccccc12	-43%	i	-9.6%	-3%	0.3	27%[20 µM]	-6%	6%	-0.1%	1.4%
CCn1c(=O)c(C(=O)NNS(=O)(=O)c2ccc(Cl)cc2)c(O)c2ccccc21	-11%	i	3.6%	-21%	0.1	-6%	11%	6%	-0.1%	24%
O=S(=O)(c1ccc(Cl)s1)N1CCCCC1	-14%	i	.	23%	0.4	-28%[20 µM]	18%	1%	-0.1%	0.1%
Cc1cccc(C(=O)Nc2ccc(S(=O)(=O)Nc3nc(C)cc(C)n3)cc2)c1	-3%	i	1.1%	-3%	0.4	23%	21%	4%	0.0%	-0.4%
COC(=O)C1=C(C)NC2=C(C(=O)CC(C)(C)C2)C1c1cnn(C)c1C (centres undefined)	-10%	i	1.4%	-4%	0.0	8%	4%	6%	-0.2%	3.3%
CCOCCCN(C(=O)c1snc(C(N)=O)c1N)C(C(=O)NCCC(C)C)c1ccc(Cl)cc1 (centres undefined)	-18%	.	-0.3%	2%	.	7%[20 µM]	0%	8%	-0.3%	2.6%
Cc1ccc(Cn2ncc3c(NCCCN4CCOCC4)ncnc32)cc1	.	i	-1.8%	3%	0.3	33%	12%	0%	-0.2%	-0.2%
c1cncc(-c2nc(NCc3ccco3)c3ccccc3n2)c1	-9%	i	2.3%	20%	0.8	-24%	4%	7%	-0.3%	9.6%
CCC(=O)Nc1ccc(NC(=O)c2ccccn2)cn1	.	i	-1.7%	-16%	0.8	29%	-39%	2%	0.2%	-0.9%
COc1ccc(/C=N/NC(=O)Cc2ccc(Cl)cc2)cc1OC	-16%	i	1.2%	2%	0.4	13%	25%	-4%	0.0%	0.0%
COc1ccc(C(=O)NC(=S)N2CCN(C)CC2)cc1Br	-31%	i	-2.9%	-1%	0.1	14%	5%	14%	0.3%	0.2%
N#CC1=C2SCC(O)(c3ccccc3)N2C(=O)CC1c1ccccc1F (centres undefined)	-4%	i	2.5%	-2%	0.6	-8%	43%	-6%	0.1%	20%
COc1ccccc1NS(=O)(=O)c1ccc(NC(=O)c2[nH]nc(OC)c2[N+](=O)[O-])cc1	-40%	i	-0.1%	-8%	2.2	-3%	18%	4%	-0.1%	5.5%
COc1ccc(-c2noc(N(C)CC(=O)Nc3cccc(C(F)(F)F)c3)n2)cc1	2%	i	-1.6%	2%	0.6	13%	-23%	19%	0.0%	2.7%
CC(=O)c1cccc(NC(=O)CCc2nnc3ccc(NCc4ccc5c(c4)OCO5)nn23)c1	-6%	i	-2.9%	41%	3.9	-35%	15%	-6%	0.3%	-0.5%
Cc1cc(C)n(C(C)CC(=O)Nc2ccc3c(c2)OCO3)n1 (centres undefined)	-21%	i	-4.7%	4%	3.6	-1%	2%	15%	-0.3%	-2.4%
CCNC(=S)N1C2CCC1CC(NC(=O)Nc1ccc(C(=O)OCC)cc1)C2 (centres undefined)	-36%	i	-5.5%	-18%	0.7	7%	16%	-5%	-0.4%	1.1%
COc1ccc(CN2CCN(c3ccccn3)CC2)c(OC)c1	10%	i	-3.9%	-12%	0.3	25%	7%	0%	-0.1%	0.8%
CCC(=O)Nc1cc(C)c(OC)c(C)c1	-23%	i	-3.9%	-7%	0.6	1%[20 µM]	28%	7%	-0.1%	-1.6%
O=C1CN(C(=O)COc2ccc(Br)cc2F)c2ccccc2N1	-14%	i	-2.9%	-5%	0.4	-25%	-9%	-5%	0.2%	-1.5%
O=C(CSc1n[nH]c(-c2ccccc2)n1)Nc1ncccn1	-56%	i	-2.5%	3%	0.2	-22%	-16%	-14%	-0.1%	1.0%
Cc1nc2ccccc2nc1CSc1nnc(N)s1	-18%	i	4.6%	4%	1.0	-6%	5%	-12%	-0.1%	4.4%
COc1cccc(NC(=O)COC(=O)c2c(-c3ccccc3)noc2C)c1	10%	i	-6.0%	2%	9.4	28%	20%	24%	-0.1%	-1.4%
COc1ccc(-n2ncc3c2CC(C)(C)CC3NC(=O)CN2CCOC2=O)cc1 (centres undefined)	-30%	i	2.9%	-2%	0.7	-37%	3%	1%	-0.1%	0.4%
CSc1ccccc1OCc1cc(C(=O)N(C)CCc2c(C)n[nH]c2C)no1	23%	i	14%	-6%	1.3	-29%	17%	-28%	-0.1%	2.4%
CC1(c2nnc(-c3ccccc3)o2)CC(c2ccc(F)cc2)=NO1 (centres undefined)	-9%	i	-0.3%	7%	1.2	10%	5%	12%	-0.2%	-0.2%
CN(C)S(=O)(=O)c1ccc(Cl)c(NC(=O)c2ccncc2)c1	-7%	i	-2.7%	4%	0.5	8%	19%	0%	0.1%	0.9%
COc1ccc(NCc2nnc(SCC(=O)Nc3cc(C(F)(F)F)ccc3Cl)o2)cc1	-27%	i	-2.6%	8%	0.8	-1%	1%	0%	-0.2%	-3.3%
c1ccc(Oc2nc(NCc3ccco3)nc(NCc3ccco3)n2)cc1	3%	i	5.1%	-9%	0.7	18%	9%	-9%	-0.3%	-1.7%
COc1ccc(C2N(c3cc(Cl)ccc3OC)C(=O)C3CCCN32)c(OC)c1 (centres undefined)	-4%	i	-4.0%	-4%	1.6	-5%	-9%	6%	-0.1%	-0.8%
Cn1c(=O)c2c(nc(SCC(=O)NCc3ccc4c(c3)OCO4)n2Cc2ccc(Cl)cc2)n(C)c1=O	-8%	i	-4.4%	2%	2.5	10%	7%	5%	0.2%	-2.2%
Cc1nc2c(=O)n(-c3cccc(C(F)(F)F)c3)nc(C)c2s1	1%	i	0.5%	1%	0.6	-18%	-19%	1%	0.6%	-0.7%
COc1ccc(NC(=O)CSc2nc3ccccc3nc2N2CCCC2)cc1	-10%	i	-6.4%	-7%	3.5	-46%[20 µM]	15%	21%	0.6%	-0.8%
